Assay outcomes: PubChem BioAssay, several laboratories
WT yeast gro inh – growth inhibition of WT yeast, mitochondrial fusion screen | mitochondrial fusion phenotypic screen, WT strain | inhibition, % at 10 µM | 2.1% of 190,000 active | AID 1362; in the data active means inhibition above about 58%; tested in S. cerevisiae
PMI inhibition – MPI inhibition at elevated mannose 6-phosphate – biochemical, fluorescence intensity, high mannose 6-phosphate, primary screen (AID 1220). recombinant PMI enzyme, coupled fluorescence intensity; higher % means a stronger effect. one-dose inhibition, % at 20 µM; IC50 in µM for titrated hits. 0.66% of 190,000 active
bCat nuc transl – modulators of beta-catenin nuclear translocation; HeLa beta-catenin nuclear translocation, immunofluorescence imaging; nuclear translocation activity, % at 5 µM; 0.3% of 190,000 active;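 active means nuclear translocation activity above 50% at 5 µM, with a well cell count of 50 or more; inconclusive means wells under 50 cells across six images, flagged as toxic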;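 further: per-cell ratio of nuclear to cytoplasmic median beta-catenin stain intensity; plate controls were DMSO negative control for no effect and GSK-3 inhibitor IX positive control for full effect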
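Technique: fluorescence imaging of beta-catenin antibody stain plus DAPI / Material: human HeLa cell line / Incubation: compound treatment 24 h, 37°C, 5% CO2 / Read-out basis: % activation of per-cell nuclear versus cytoplasmic median beta-catenin signal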
Dynein transport – dynein cargo transport inhibition; z-score, hits read low; 3617.4 mouse cells, GR-EGFP nuclear translocation imaging; test concentration mostly 20 µM; stimulated with dexamethasone, 1 µM; active compounds read low; 0.47% of 220,000 active; AID 1381;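 active means plate z-score of nuclear minus cytoplasmic receptor signal below a set negative limit, without overly bright fluorescence or cell loss, cut at about -3.5 in these data, passing the limit was not always enough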;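 further: z-score of nuclear minus cytoplasmic ring GR-EGFP intensity difference per well; some compounds called inactive have numbers as strong as hits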
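Medium: Induction medium lacking tetracycline, stripped serum | Probe or stimulus: 1.0 µM final dexamethasone stimulus | Schedule: 48 h induction, then 1 h compound, then 30 min agonist, 37 °C | Signal: Automated 10x imaging of fixed Hoechst-stained cells | Evaluation: Per-cell GR-EGFP intensity, nucleus versus surrounding cytoplasmic ring, well-averaged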
Autophagy mod – alters autophagy in cells. 0.98% of 190,000 active. MEF GFP-LC3 puncta imaging; test concentration mostly 10 µM. calls only at 10 µM (by protocol);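 active means percentage of spot-positive cells more than 3 SD above its plate mean, without a fluorescence outlier flag or 80% toxicity; inconclusive means no clear call, values can overlap the other calls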;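 further: spot-positive cell cutoff set from DMSO-treated cells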
Ins promoter up – MIN6 insulin promoter up-regulation. MIN6 insulin promoter-GFP reporter, high-content imaging; active compounds read high. z-score at 5 µM. 0.3% of 190,000 active. AID 1625;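 active means z-score above 3 at 5 µM with at least 500 cells counted in the well; inconclusive means wells under 500 cells, flagged as cytotoxic or low count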
MT stabilize HCS – microtubule stabilizers in HeLa cells; HeLa tubulin immunostaining HCS, 24 h; share of cells brighter than vehicle mean+2SD; % tubulin-high responders, % at 10 µM; 0.83% of 200,000 active; AID 2205;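 active means plate Z-score above 3 for both tubulin-high and condensed-nucleus cell shares, with cell loss under 80%, at 10 µM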;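 further: anti alpha tubulin signal scored within the nucleus-defined area of each cell; some results filed as inactive read as strong as hits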
Yfh1-depleted yeast – mitochondrial function rescue without frataxin homolog – Friedreich's ataxia, plus single-dose screen, dose response (AID 1465) | S. cerevisiae Yfh1-off respiration, WST-1 reduction, 72 h; higher fold induction means a stronger effect | one-dose fold induction at 50 µM; EC50 in µM for titrated hits | 0.074% of 220,000 active;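 active means fold induction of absorbance versus untreated yeast above a set limit, then at least 30% activation at any dose in follow-up; inconclusive means repeats straddling the limit, or above it without dose testing; inactive means fold induction below the set limit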;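 further: activators that raise dye reduction in frataxin-depleted yeast; strong numbers were not always called active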
PMI inhibitors – inhibitors of human PMI, primary screen, biochemical, fluorescence intensity, coupled assay (AID 1209). purified PMI enzyme, coupled fluorescence intensity; higher % means a stronger effect. inhibition, % at 20 µM; hits with a dose series show IC50 in µM. 0.42% of 190,000 active;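 further: plate controls were DMSO vehicle for no effect and wells lacking substrate for full effect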
WT yeast gro inh mutant strain – second read-out of WT yeast gro inh, no call of its own (marks repeat the call); inhibition, %; mitochondrial fusion phenotypic screen, mutant strain inhibition
Dynein transport cytoplasmic EGFP – recorded beside Dynein transport, whose call it bears; z-score; measured here: cytoplasmic GR-EGFP intensity; active compounds read high
Dynein transport nuclear GR-EGFP – further read-out of Dynein transport, marked with its call; z-score; measured here: nuclear GR-EGFP intensity;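 lower value marks the stronger effect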
Dynein transport cell count – recorded beside Dynein transport, whose call it bears; z-score; measured here: cell count per field
Ins promoter up cell count – further read-out of Ins promoter up, marked with its call; cell count; measured here: cytotoxicity, nuclei count;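 total cells summed across four imaged fields per well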
bCat nuc transl cell count 5 µM – also measured in bCat nuc transl; calls as there; cell count; measured here: cell count, cytotoxicity flag
MT stabilize HCS Hoechst-high % – recorded beside MT stabilize HCS, whose call it bears; % Hoechst-high responders; measured here: nuclear condensation Hoechst responders;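 share of cells brighter than vehicle mean plus two SD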
MT stabilize HCS cytotoxicity % – also measured in MT stabilize HCS; calls as there; toxicity, %; measured here: cytotoxicity by cell density;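 0% = mean cell density of plate MIN control wells and 100% = no cells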
Autophagy mod cell loss 18 h – also measured in Autophagy mod; calls as there; toxicity, %; measured here: cell loss, nuclei count;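 cell loss after 18 h compound exposure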
The depositor's hits bear a star; i = inactive; u = inconclusive; x = not tested or not shown. Unless noted, no stated cut-off is given here; in the data, active means inhibition above about 50%; inactive means the rest. Rows were taken by chance, and some 5% of all compounds hit somewhere here.

mol,WT yeast gro inh,WT yeast gro inh mutant strain,PMI inhibition,bCat nuc transl,bCat nuc transl cell count 5 µM,Dynein transport,Dynein transport cytoplasmic EGFP,Dynein transport nuclear GR-EGFP,Dynein transport cell count,Autophagy mod,Autophagy mod cell loss 18 h,Ins promoter up,Ins promoter up cell count,MT stabilize HCS,MT stabilize HCS Hoechst-high %,MT stabilize HCS cytotoxicity %,Yfh1-depleted yeast,PMI inhibitors
CC(C)c1ccc(N2C(=O)CC(NNC(=O)c3cccnc3)C2=O)cc1 (stereo unspecified),x,x,x,1.2,1314,0.063,-0.19,0.17,-0.9,x,x,-0.22,1097,x,x,x,i,x
NC(=O)Nn1c(CCC(=O)O)ccc1-c1ccc(F)cc1,-6,-2,-5%,x,x,1.3,-0.2,0.44,-1.1,i,6,x,x,4.3,1.8,4.3,i,-10%
O=C1NCCN/C1=C\C(=O)c1ccccc1,3,23,-1%,x,x,-0.65,-0.11,-0.38,0.37,i,-3,x,x,3.0,1.9,8.6,i,10%
CC[C@@H](C)[C@@H](C(=O)N1CCNCC1)n1cc(CCC(=O)O)nn1,-1,2,-6%,-1.5,1170,-1,-0.34,-0.38,0.7,i,-12,0.65,1364,3.0,1.0,4.7,i,-4%
COc1ccccc1-c1nnc(SCC(=O)NCc2c(C)c(Cl)cc(C(C)C)c2O)o1,78*,4.4*,25%,x,x,-0.024,-0.18,-0.12,-1.3,i,-5,0.59,1240,1.5,1.1,1.4,x,29%
O=C(Cn1cccc1)Nc1ccc(OC(F)(F)F)cc1,-13,-6,-6%,x,x,2,0.17,1.6,-2.5,i,-9,0.43,1481,4.7,3.3,8.4,i,-2%
Cn1c(=O)n(C)c2cc(NC(=O)c3cccc([N+](=O)[O-])c3)c(Br)cc21,2,0,16%,-1.0,869,1.3,-0.19,1.3,-1.5,i,-3,0.39,1557,3.3,2.5,7.2,i,9%
CC(=O)N1CCN(c2ccc(NC(=O)COc3ccc(Cl)cc3Cl)cc2)CC1,8,-17,14%,x,x,0.68,-0.2,0.52,-0.71,i,8,x,x,1.8,1.8,7.3,i,7%
CN(C(=O)c1ccccc1)C1(C)CCS(=O)(=O)C1 (stereo unspecified),2,4,-5%,-4.4,1220,-0.72,-0.27,-0.11,-0.11,i,-2,-0.48,1245,1.7,0.1,43,i,1%
O=S(=O)(c1ccc(F)cc1)N1CN(Cc2ccco2)c2nc3ccccc3nc21,63*,52*,-91%,-2.0,1115,0.19,-0.14,0.16,0.66,i,1,-0.59,916,2.3,1.2,5.6,i,-49%
O=C(NCC1CCCO1)c1cc(C(=O)c2ccc(Cl)cc2Cl)c[nH]1 (stereo unspecified),-6,-4,16%,0.8,1026,2.4,-0.28,0.82,-1.9,i,-12,0.2,1300,2.6,1.3,14,i,12%
S=c1nc(C2CC2)[nH]c2ccccc12,4,10,-22%,-0.6,1077,1.6,-0.13,0.66,-1.1,i,-10,0.01,1657,5.2,1.6,4.7,u,-1%
COc1cccc(OCCNS(=O)(=O)c2cccc([N+](=O)[O-])c2)c1,-11,-12,1%,-5.6,1092,-0.22,-0.18,0.48,-0.033,i,3,-0.02,1548,1.9,1.3,6.5,i,5%
Cc1ccc(S(=O)(=O)Nc2cc(=O)[nH]c(SCC(=O)Nc3ccccc3Cl)n2)cc1,-7,-10,-6%,-0.4,1591,1.5,-0.34,-0.08,0.35,i,-17,-1,1535,3.7,2.2,11,i,4%
COC(=O)CSc1nnc(C)n1-c1cccc(OC)c1,-9,-6,-2%,0.3,1396,0.053,-0.22,-0.86,0.3,i,-4,-0.42,1479,3.2,2.4,2.5,i,-3%
COC(=O)c1nn(-c2cccc(Cl)c2)ccc1=O,6,4,-5%,-6.1,1190,-0.48,-0.32,-0.2,0.62,i,16,0,1516,3.7,1.4,4.6,i,-6%
O=C(Nc1ccccc1N1CCOCC1)C1CCN(S(=O)(=O)c2ccccc2F)CC1,4,10,-3%,-1.0,1091,0.72,-0.24,0.71,-0.15,i,-8,0.76,1574,1.5,2.5,12,i,6%
COc1ccccc1NC(=O)CC1C(=O)Nc2ccccc2N1C(=O)c1ccccc1 (stereo unspecified),8,15,-4%,-1.8,1068,0.66,-0.29,0.48,-0.15,i,-5,0.2,1336,3.6,2.0,9.5,i,-3%
CCCOC(=O)CCCN1C(=O)/C(=C2\SC(=S)N(CCCC(=O)OCCC)C2=O)SC1=S,x,x,x,-1.0,1315,-1.1,0.45,-0.46,0.048,x,x,-0.15,990,x,x,x,i,x
COC(=O)C12CCC3(SCCS3)C(C(=O)OC)(CCC13SCCS3)C2,-12,-7,10%,-2.9,1130,-0.89,-0.29,-0.66,1.3,i,-10,0.06,1249,1.4,3.8,3.3,i,9%
Cc1nnc(NC(=O)c2ccccc2Br)s1,4,5,-6%,-5.4,853,0.29,-0.28,0.19,-0.36,i,21,-0.11,1230,5.3,3.4,6.0,i,-10%
Cc1ccccc1C(=O)NNC(=O)C(C)N1C(=O)c2ccccc2C1=O (stereo unspecified),4,10,-3%,-3.2,1100,-0.36,-0.23,-0.49,0.4,i,-17,0.17,1840,2.5,1.3,6.6,i,10%
O=C(Nc1cccc(Cl)c1)NC1(C(=O)NCc2cccs2)CCCCC1,8,16,10%,-3.3,1113,0.59,0.18,0.27,-2.4,i,12,0.23,1861,1.7,0.7,8.7,i,9%
CN(Cc1nc2c(s1)CCCC2)C(=O)CCc1nnc(-c2ccccc2)o1,7,3,8%,-3.4,1126,1.1,-0.11,0.79,-1.3,i,12,2,1449,2.4,1.4,0.3,i,17%
O=C(c1cnccn1)N(c1ccccc1)C1(C(=O)NC2CCCC2)CCCCC1,10,2,1%,0.3,1119,-0.6,0.23,0.029,1.1,i,-15,0.64,1168,1.0,1.3,5.7,x,6%
Cc1nn(-c2ccccc2)c(N2CCCC2)c1/C=N/NC(=O)c1cccc(S(=O)(=O)Nc2ccc(Cl)cc2)c1,-25,-7,0%,-1.5,919,-0.27,-0.2,0.24,-0.27,i,-4,-0.12,1376,1.6,1.7,14,i,11%
CCOc1ccc(C2CC(c3cccc(OC)c3)Nc3ncnn32)cc1 (stereo unspecified),6,-3,17%,-0.5,1207,-0.45,-0.24,-0.21,0.67,i,3,0.25,861,3.0,2.3,8.8,i,10%
COc1cc(-c2nc3n(n2)C(c2cccc(OC)c2OC)C2=C(CCCC2=O)N3)cc(OC)c1OC (stereo unspecified),9,-3,-7%,x,x,0.99,-0.16,0.8,0.22,i,-1,x,x,12,0.2,4.4,i,-7%
CCOC(=O)C1(CC2CCCCO2)CCN(S(=O)(=O)c2ccc(OC)cc2)CC1 (stereo unspecified),-6,-13,0%,0.7,1093,-0.3,-0.33,-0.063,0.099,i,-20,0.45,1468,3.3,0.9,4.4,i,4%
CCCCCn1c(C)c2c(OCC)cccc(=O)c2c1C,x,x,x,1.0,1297,0.43,-0.18,0.72,-0.36,x,x,0.36,1094,x,x,x,i,x
O=C(CSc1nnnn1-c1cccc(F)c1)Nc1nc2ccccc2s1,-4,-3,-13%,0.0,566,-0.95,-0.1,-0.64,0.32,i,-7,x,x,3.6,1.9,3.8,i,-4%
COc1cccc(-c2cc(C(=O)NCc3ccco3)no2)c1,7,5,-4%,x,x,0.27,-0.067,0.5,1.1,i,-31,0.7,1072,1.9,2.2,5.7,i,-6%
Cc1nn(CCOc2cccc(Br)c2)c(C)c1[N+](=O)[O-],16,-18,11%,-0.3,1013,0.5,-0.29,0.068,-0.58,i,3,1,1204,8.6,0.4,7.8,i,11%
O=C(c1ccccc1)N1CCN(c2ccc([N+](=O)[O-])c(N3CCOCC3)c2)CC1,-13,-13,8%,0.6,932,-0.4,0.057,-0.36,0.41,i,10,x,x,3.2,2.7,3.4,i,12%
COc1ccc(NC(=O)c2cc3c(=O)n(C)c4ccccc4c3s2)cc1OC,-5,16,-4%,-2.2,1099,-0.21,-0.23,0.073,-1.1,i,-3,-1.1,1235,2.8,2.8,2.8,i,-9%
CCCCNC(=O)c1onc(CSc2ccccc2C)c1C(=O)O,16,13,-6%,0.2,1298,-1.3,-0.2,-1.1,1.7,i,-3,-0.9,1589,2.7,1.1,7.1,i,-3%
COc1cc(NC(=O)c2ccccc2-c2ccccc2)cc(OC)c1,-6,-3,-9%,x,x,0.44,-0.17,0.27,-0.42,i,0,-0.3,1451,2.9,2.3,6.5,i,3%
O=C(O)c1ccc(NC(=O)C2CC=CCC2C(=O)O)cc1 (stereo unspecified),-5,-8,5%,-5.0,940,-0.093,-0.084,-0.21,0.22,i,-4,1,1205,2.0,1.2,6.7,i,0%
CCc1ccc(C2c3[nH]c4ccccc4c3CCN2C(=O)c2cc(C)nn2C)cc1 (stereo unspecified),33,15,16%,1.7,922,2.1,-0.14,0.87,-1.9,i,8,x,x,6.0,6.8,20,i,20%
